hcGAS lum – Primary biochemical luminescence assay for human cyclic GMP-AMP synthase inhibitors. recombinant h-cGAS, ATP depletion, Kinase-Glo luminescence. inhibition, % at 12.5 µM. hit rate 0.081% among 290,000;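 further: 0% = vehicle reaction and 100% = reaction without DNA for no activity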
Target sequence (Q8N884 whole entry, looked up): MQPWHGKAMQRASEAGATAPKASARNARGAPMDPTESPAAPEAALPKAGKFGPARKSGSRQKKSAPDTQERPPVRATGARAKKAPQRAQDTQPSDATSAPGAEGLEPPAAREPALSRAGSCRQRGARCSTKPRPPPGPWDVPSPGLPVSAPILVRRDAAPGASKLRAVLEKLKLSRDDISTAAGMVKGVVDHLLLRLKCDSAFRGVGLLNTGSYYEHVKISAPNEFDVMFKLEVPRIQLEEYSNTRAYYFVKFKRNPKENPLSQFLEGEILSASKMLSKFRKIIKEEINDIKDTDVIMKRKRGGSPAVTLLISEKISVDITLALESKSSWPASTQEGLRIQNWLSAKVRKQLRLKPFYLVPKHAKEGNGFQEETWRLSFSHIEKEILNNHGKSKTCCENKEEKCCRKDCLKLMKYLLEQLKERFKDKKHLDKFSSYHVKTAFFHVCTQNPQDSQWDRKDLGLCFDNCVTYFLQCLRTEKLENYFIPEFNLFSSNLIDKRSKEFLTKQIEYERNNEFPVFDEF
NPYLR7 agonist – agonists of mosquito NPYLR7 receptor, primary screen, cell-based, Aedes aegypti, calcium fluorescence, mosquito biting behavior | Aedes aegypti neuropeptide Y-like receptor 7 (NPYLR7) | activation, % at 10 µM | HEK293T NPYLR7/Galpha15, GCaMP6s calcium fluorescence | AID 1259423, 2018 | hit rate 0.15% among 270,000; in the data active means activation above about 40%;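 further: 0% = vehicle and 100% = reference agonist at the receptor; some compounds past the cut are filed as inactive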
mcGAS lum – cyclic GMP-AMP synthase inhibitors, mouse, primary biochemical chemiluminescence; recombinant cGAS, Kinase-Glo ATP depletion luminescence; inhibition, % at 12.5 µM; hit rate 0.15% among 160,000;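 further: 0% = negative control wells and 100% = reference inhibitor with no enzyme activity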
* = called active by the depositor; . = not tested or not shown; & = joins results of further samples. Unless noted, no stated cut-off is given here; in the data, active means inhibition above about 40%; inactive means the rest.

A first look, 5 compounds:
SMILES	hcGAS lum	NPYLR7 agonist	mcGAS lum
C=CCN1C(=O)C(=O)c2cc(Br)ccc21	-4	6	-3
Cc1ccc(S(=O)(=O)N2CCN(c3nc(C4CC4)nc4ccccc34)CC2)cc1	-10	32	-5
CCNC(=O)C1(C)CCN(Cc2ccc(C(=O)OCC)o2)C1 (stereo not drawn)	-18	3	.
c1ccc(CN2CCN(c3ncnc4scc(-c5ccccc5)c34)CC2)cc1	-5	-8	-3
O=C1NCc2ccc(NS(=O)(=O)c3ccc(Cl)nc3)cc21	-4	4	-12

Main list, previewed entries included:
SMILES	hcGAS lum	NPYLR7 agonist	mcGAS lum
C=CCN1C(=O)C(=O)c2cc(Br)ccc21	-4	6	-3
Cc1ccc(S(=O)(=O)N2CCN(c3nc(C4CC4)nc4ccccc34)CC2)cc1	-10	32	-5
CCNC(=O)C1(C)CCN(Cc2ccc(C(=O)OCC)o2)C1 (stereo not drawn)	-18	3	.
c1ccc(CN2CCN(c3ncnc4scc(-c5ccccc5)c34)CC2)cc1	-5	-8	-3
O=C1NCc2ccc(NS(=O)(=O)c3ccc(Cl)nc3)cc21	-4	4	-12
CCOc1ccccc1N(CC(=O)NC(C)CC)S(=O)(=O)c1ccc(Cl)cc1 (stereo not drawn)	1	2	.
CCCc1cc(N2CCN(C3CCOCC3)CC2)nc(C)n1	-3	0	.
Cc1nc(-c2coc3cc(OCC(=O)O)ccc3c2=O)cs1	-5	6	.
O=C(Nc1ccc(C(F)(F)F)cc1)N1CCN(c2nc(-c3cccs3)nc3cc(Cl)ccc23)CC1	-4	20	-8
COc1ccc2oc(=O)c(C(=O)Nc3c(C)n(C)n(-c4ccccc4)c3=O)cc2c1	-1	-8	0
O=C(Cc1ccc(Cl)cc1)NCc1cc(-c2cc3ccccc3o2)on1	-10	2	-7
COCCn1cc(C(=O)N2CCN(Cc3ccc(C)cc3)CC2)c2nn(-c3ccccc3)c(=O)c-2c1	-11	-3	-9
CCONC(=O)c1cc(-c2ccccc2)nc2c1c(C)nn2C	-6	1	-17
C=c1cc(C)n(CC(=O)Nc2c(C)cccc2C)c(=O)c1=C1N=C(c2ccc(F)cc2)NO1	-3	1	-6
NC(=O)C1CCN(c2ccc(S(=O)(=O)C(F)(F)F)cc2)C1 (stereo not drawn)	-17	2	.
Cc1ccc(C(=O)Nc2ccc(Cl)cn2)cc1S(=O)(=O)N1CCOCC1	-4	-17	-7
COc1ccc(-n2ccnc2CN2CCCC(CO)(Cc3cccc(OC)c3)C2)cc1 (stereo not drawn)	-7	16	-3
CCc1nc2ccc(C(=O)N3CCNC(=O)C3)cn2c1N(C)CCC(C)C	-5	-6	-2
COc1ccc(OC)c(-c2cnc(-c3ccc(CNC(=O)C4=Cc5cc(Cl)ccc5OC4)cc3)[nH]2)c1	-2	-5	-5
Cc1ccccc1C(=O)N1CCC2(CCCN(Cc3ccc(F)cc3)C2)C1 (stereo not drawn)	-9	16	-9
COc1ccc(CCNC(=O)c2ccccc2N2CCC(NC(=O)c3cccc(Br)c3)CC2)cc1OC	-2	-1	-6
Cc1ccccc1C(=O)N1CCC2(CC1)OCC(C(=O)NC(C)c1ccccc1)N2C(=O)c1cccc(F)c1 (stereo not drawn)	-6	16	-4
CN(CC(=O)N1CCCC1)c1nc(-c2ccccc2)nc2ccccc12	-7	-5	.
COc1ccc(CN2C[C@H](Sc3ccccn3)C[C@H]2C(=O)Nc2ccc3sc(C)nc3c2)c(OC)c1	-11	41	.
CSCCc1ccc(NC(=O)N2CC(C)OC(C)C2)cc1 (stereo not drawn)	-5	-6	.
O=C(NCCc1cccs1)C1CN(S(=O)(=O)C2CC2)CC12CCCCC2 (stereo not drawn)	4	.	1
COc1ccc(CCNC(=O)c2cc(C3CC3)n(C3CCS(=O)(=O)C3)n2)cc1 (stereo not drawn)	-9	-1	-8
Cc1c(-c2nccn2CCn2cccn2)c(=O)n(-c2ccccc2)n1C	-12	1	-10
CC(=O)N1CCN(C(=O)c2cc(-c3ccc(Cl)cc3)n(-c3ccc(F)cc3)c2C)CC1	-9	.	-6
O=S(=O)(c1ccccc1NCc1cn2c(n1)CCCC2)C(F)F	-5&-6	11	.
CC1CCc2ccccc2N1CCNC(=O)Nc1ccc(C#N)cc1 (stereo not drawn)	6	1	.
CNC(=O)c1ccc(NC(=O)CN2CCCC2c2cccn2C)cc1 (stereo not drawn)	2	14	.
Cc1ccc(Cn2c(C)c(C(=O)NCc3ccc(Cl)c(Cl)c3)sc2=O)cc1	1	-5	.
Nc1ccc(Cl)c(-c2nc3ccccc3o2)c1	2	-2	-1
O=C1Cc2cc(-c3ccc4c(c3)OCO4)ccc2N1	-5	7	.
CC(Nc1cccc2c1OCCO2)C(=O)Nc1ccc(Cl)cc1 (stereo not drawn)	-7	-4	.

Pulled by structure from the list above (6):
SMILES	hcGAS lum	NPYLR7 agonist	mcGAS lum
O=S(=O)(c1ccccc1NCc1cn2c(n1)CCCC2)C(F)F	-5&-6	11	.
O=C(NCCc1cccs1)C1CN(S(=O)(=O)C2CC2)CC12CCCCC2 (stereo not drawn)	4	.	1
CC(Nc1cccc2c1OCCO2)C(=O)Nc1ccc(Cl)cc1 (stereo not drawn)	-7	-4	.
CSCCc1ccc(NC(=O)N2CC(C)OC(C)C2)cc1 (stereo not drawn)	-5	-6	.
CC(=O)N1CCN(C(=O)c2cc(-c3ccc(Cl)cc3)n(-c3ccc(F)cc3)c2C)CC1	-9	.	-6
CC1CCc2ccccc2N1CCNC(=O)Nc1ccc(C#N)cc1 (stereo not drawn)	6	1	.

New compounds follow.
SMILES	hcGAS lum	NPYLR7 agonist	mcGAS lum
CC(C)Cn1c(SCc2cccc(S(=O)(=O)N3CCOCC3)c2)nnc1-c1ccccc1F	0	-3	.
O=C(NC(c1ccc(F)cc1)c1ccccn1)C1CCN(CCc2ccccc2)CC1 (stereo not drawn)	-5	12	-3
CC1(C)CC(=O)c2cc3c(N)c(C(=O)Nc4cccc(Cl)c4Cl)sc3nc2C1	-7	4	-10
CCCN1C(=O)C(=Cc2c(NCCCOC)nc3ccccn3c2=O)SC1=S	6	-2	-2
CN(CCc1ccccc1)C1CCCN(C(=O)C2=CCCC2)C1 (stereo not drawn)	-9	1	.
CC(=O)N1CCN(C(=O)CN2CCN(c3ccccn3)CC2)CC1	-10	7	-8
COc1ccc(NC(=O)C2(C)CCN2C(=O)Cc2ccccc2)cc1OC (stereo not drawn)	-6	-3	-5
O=C(c1ccc(-c2ccccc2)[nH]1)N1CCCC(CO)(CCc2ccccc2)C1 (stereo not drawn)	-6	3	-17
COCC1(Cn2cnc(-c3ccccc3)c2-c2nccn2C)CC1	-4	-2	.
Cc1ccc(OC(C)C(=O)NC(CS(C)(=O)=O)c2ccccc2)c(Br)c1 (stereo not drawn)	-7	4	-10
C=CCn1c(SCC(=O)Nc2ccccc2O)nc2sc3c(c2c1=O)CCCC3	-5	4	-7
CC(C(=O)NCc1cccnc1Oc1ccccc1F)n1cccc1 (stereo not drawn)	-6	.	-11
O=C(CSc1nnc(-c2ccncc2)n1-c1cccc(C(F)(F)F)c1)NCC1CCCO1 (stereo not drawn)	-5	17	-3
CCc1cc2c(N3CCCC(CO)C3)ncnc2s1 (stereo not drawn)	-4	5	-8
CCSc1nc(CC(=O)NCc2ccc3c(c2)CC(C)O3)cs1 (stereo not drawn)	-4	13	-17
Cc1ccc(SCCNC(=O)Cn2cnc3c(cnn3C)c2=O)cc1	-14	17	.
CCN1CCN(C(=O)CCN(c2nc(C3CC3)nc3cc(Cl)ccc23)C2CCCCC2)CC1	-3	6	-6
O=c1[nH]ncc(NCc2cc(Br)c3c(c2)OCO3)c1Cl	-6	-6	-12
Cc1c(C(=O)NCc2ccc3c(c2)OCO3)sc(=O)n1Cc1ccc2c(c1)OCO2	-5	14	.
CCNc1ccc(OC)nc1	0	55*	.
COc1cccc(CSc2nnc(CNC(=O)C(C)(C)C)n2-c2ccc([N+](=O)[O-])cc2)c1	0	6	-1
Cc1n[nH]c(C)c1CN(C)C(=O)c1cc(COc2ccc(F)c(F)c2)on1	-5	-4	-5
CC1CN(c2ccc(Oc3ccccc3)cc2)c2nc3c(c(=O)[nH]c(=O)n3C)n2C1 (stereo not drawn)	-4	7	-7
COC(=O)CC1(C)Sc2ccccc2NC1=O (stereo not drawn)	-9	-1	.
COc1ccc(CCN2CCC(CN(C)Cc3cccc(C)n3)CC2)cc1	-4	.	-10
O=C(C1CCOCC1)N1CCOC(CC2CCCCC2)C1 (stereo not drawn)	-9	1	.
CCOC(=O)CNC(=O)CSc1ccc2nnc(-c3ccc(F)cc3)n2n1	-2	2	-2
CC(Cc1ccccc1Cl)NC(=O)c1ccccn1 (stereo not drawn)	-6	1	-4
C=C(C)C(O)(C(=C)C)c1ccc(CN(CCCOC)Cc2ccc(C)cc2)o1	-2	-1	-5
O=C(Nc1nncs1)c1cc2c(s1)CCCC2	-4	-16	.
CCCn1c(=O)c2c(nc3n2CC(C)CN3c2ccc(F)cc2)n(C)c1=O (stereo not drawn)	-10	1	.
CCOC(=O)C(C)Sc1nc2ccc(OC)cc2cc1C#N (stereo not drawn)	-5	0	.
Cc1nn(C)c(C)c1CCC(=O)N1CCCC(O)(CN(C)C)CC1 (stereo not drawn)	-7	10	.
Cc1nc2n(C)c3ccccc3n2c1C(=O)c1cccs1	1	2	-2
Cc1nc(-c2ccc(Cl)cc2)nc(N2CCN(C(=O)NC34CC5CC(CC(C5)C3)C4)CC2)c1Cc1ccccc1	-8	-5	-5
CCCCc1ccc(C(=O)Nc2cccc(C3SCC(=O)N3c3ccccc3F)c2)cc1 (stereo not drawn)	-4	15	-4
CCC(C(=O)N1CCCC(C(=O)O)C1)c1ccccc1 (stereo not drawn)	-7	-2	-7
CN(c1ncccc1CNC(=O)c1ccc2nc[nH]c2c1)C1CCCCC1	-13	2	.
Cc1ccc(-c2nc3ccc(C)cn3c2NC(=O)COCc2ccccc2)cc1	-4	-3	-5
Cc1ccc(C)c(C2=NN(C(=O)CN3CCN(Cc4ccccc4)CC3)C(c3ccccc3Cl)C2)c1 (stereo not drawn)	-8	23	-5
CCCCCOc1ccc(C(=O)N2CCCC2c2ccncc2)cc1OCCCCC (stereo not drawn)	-10	1	-5
O=C(c1ccc(Cl)nc1)N1CCN(Cc2cc(=O)c(OCc3ccc(C(F)(F)F)cc3)co2)CC1	-1	0	-4
O=C(Nc1nc(-c2ccc3ccccc3c2)cs1)c1ccc([N+](=O)[O-])cc1[N+](=O)[O-]	-7	-2	-6
CCC(C)N(Cc1cccc(OS(=O)(=O)c2ccc(F)cc2)c1)C(=O)c1cccc(OC)c1 (stereo not drawn)	-6	4	-4
O=C(/C=C\c1ccc2c(c1)OCO2)Nc1c2c(nn1-c1ccc(Cl)cc1)CS(=O)(=O)C2	-5	0	.
O=C(C=Cc1ccco1)OCC(=O)C12CC3CC(CC(C3)C1)C2	-6	-2	.
C=CC(C)(O)CN(Cc1c(C)nn(-c2ccccc2)c1Oc1ccccc1OC)CC1CCCO1 (stereo not drawn)	-5	6	-3
CCc1nc2ccc(C(=O)N3CCN(C(=O)c4ccco4)CC3)cn2c1N(CC)CCOC	1	13	1
COc1ccc(Nc2ncccc2C(=O)N2CCC(C)CC(C)(C)C2)cc1 (stereo not drawn)	-4	-10	-3
CCCCC(NC(=O)CCc1ccc(-c2ccc(F)cc2)n1-c1ccc(NC(C)=O)cc1)C(=O)OC (stereo not drawn)	1	0	-5
CC(c1cccc(-c2cnccn2)c1)N(C)C (stereo not drawn)	-1	-2	.
COc1ccc(NC(=O)N(CC(=O)N(Cc2ccc(F)cc2)Cc2cccs2)C(C)C)cc1	-13	14	-6
COc1nn(C)cc1C(=O)Nc1ccccc1	4	1	.
CN(C)c1cccc(Nc2cc(-c3ccccc3Oc3ccccc3)ncn2)c1	3	-9	.
CN1CCCn2nc(C(=O)NCCc3csc(-c4cnccn4)n3)cc2C1	-2	-6	-13
C=C(Br)CN(CC1CCCO1)CC1CCCO1 (stereo not drawn)	-9	4	.
CC(=O)c1cccc(Nc2nc(-c3cc4ccccc4oc3=O)cs2)c1	4	-5	-2
CC(=O)Nc1nc(C(=O)N2CCCC3(CCCCCC3)C2)cs1	-11	5	.
OCC1(Cc2ccc(F)cc2F)CCCN(c2ncnc3[nH]ccc23)C1 (stereo not drawn)	-6	-3	.
O=c1c[n+]([O-])c2ccccc2n1OCc1ccc([N+](=O)[O-])cc1	3	-10	.

A few values from the entries so far.
`CNC(=O)c1ccc(NC(=O)CN2CCCC2c2cccn2C)cc1` (stereo not drawn) @ hcGAS lum = 2
`O=C(/C=C\c1ccc2c(c1)OCO2)Nc1c2c(nn1-c1ccc(Cl)cc1)CS(=O)(=O)C2` @ hcGAS lum = -5

Other entries:
SMILES	hcGAS lum	NPYLR7 agonist	mcGAS lum
O=c1[nH]cnc2c1[nH]c1ccc(Br)cc12	-13	9	.
Cc1ccc(CN2CCN(Cc3ccc4nsnc4c3)CC2CCO)o1 (stereo not drawn)	-6	3	.
COc1ccc(CN2CCN(c3cccc(C(F)(F)F)c3)C(=O)C2C)cc1 (stereo not drawn)	-8	-1	-7
CCn1c(C2CCCN(CC(C)(C)CN3CCOCC3)C2)nn(C)c1=O (stereo not drawn)	-2	6	.
COC1C=C2CCC3C(CCC4(C)C3CCC4(O)CSc3nccn3C)C2(C)CC1 (stereo not drawn)	-7	-1	.
CCOC(=O)N1CCN(CC(=O)N2N=C(c3cccc(OC)c3)CC2c2ccc(Cl)cc2)CC1 (stereo not drawn)	-6	19	-5
CN(C)c1ccc(C(=C2C=CC(=[N+](C)C)C=C2)c2ccc(N(C)C)cc2)cc1	-57&2	-17&-15	.

Source: PubChem BioAssay (Fisher Drug Discovery Resource Center)
